DNMT1 block: blocks human DNA methyltransferase DNMT1. P26358. DNMT1 molecular beacon, Hinp1I cleavage, fluorescence. inhibition (reported as % activation of signal), % at 10 µM. actives 0.83% (n = 360,000); in the data active = inhibition above about 50%
eLon inh: inhibitors of E. coli Lon protease | purified E. coli Lon protease, fluorescence polarization | AID 602123 | P0A9M0 | actives 0.42% (n = 360,000) | inhibition, % at 7.94 µM; in the data active = inhibition above about 13%, passing the limit was not always enough;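 note: 0% = enzyme with probe and DMSO and 100% = no enzyme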
SUMO1 PPI mod: modulators of human SUMO1-mediated protein-protein interactions; P63165; SUMO1 binding to a labelled peptide, TR-FRET, 1 h; inhibition, % at 20 µM; actives 0.33% (n = 360,000); in the data active = inhibition above about 37%
Target sequence (P63165 whole entry, looked up): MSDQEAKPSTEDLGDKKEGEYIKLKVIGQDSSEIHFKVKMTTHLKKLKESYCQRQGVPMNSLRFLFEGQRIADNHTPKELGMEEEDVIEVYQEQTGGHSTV
MsrA inh: inhibits bovine methionine sulfoxide reductase A; purified bovine MsrA, absorbance read-out; inhibition, % at 15.5 µM; actives 0.75% (n = 360,000); AID 651718; in the data active = inhibition above about 4.5%;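 note: 0% = vehicle wells with enzyme and 100% = reference inhibitor wells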
STEP block: STEP (human) phosphatase inhibition. P54829. recombinant STEP, OMFP fluorogenic substrate, fluorescence. inhibition, % at 20 µM. actives 0.25% (n = 360,000). AID 588621;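 active = inhibition at 20 µM, scaled per plate between control wells, above about 37%, limit read from the data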;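 note: 0% = DMSO with enzyme and substrate and 100% = substrate only without enzyme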
Target sequence (P54829 whole entry, looked up): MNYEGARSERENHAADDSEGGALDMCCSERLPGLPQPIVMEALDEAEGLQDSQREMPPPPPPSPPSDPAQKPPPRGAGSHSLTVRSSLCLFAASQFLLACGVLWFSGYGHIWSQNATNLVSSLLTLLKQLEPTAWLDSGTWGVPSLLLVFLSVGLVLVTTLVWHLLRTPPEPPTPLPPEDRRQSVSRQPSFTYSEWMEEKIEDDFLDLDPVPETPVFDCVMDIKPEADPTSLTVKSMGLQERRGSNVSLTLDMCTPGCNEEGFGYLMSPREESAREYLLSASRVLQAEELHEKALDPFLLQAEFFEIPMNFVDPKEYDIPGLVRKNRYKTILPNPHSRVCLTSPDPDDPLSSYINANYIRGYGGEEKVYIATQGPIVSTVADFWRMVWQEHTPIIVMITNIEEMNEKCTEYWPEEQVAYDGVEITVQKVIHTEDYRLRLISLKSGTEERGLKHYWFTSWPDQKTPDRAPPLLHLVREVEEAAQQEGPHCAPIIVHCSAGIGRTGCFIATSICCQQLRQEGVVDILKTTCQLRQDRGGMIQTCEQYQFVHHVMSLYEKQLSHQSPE
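medium = Bis-Tris buffer pH 6.0, 2.5 mM DTT, 0.005% Tween 20 | test system = STEP (striatal-enriched tyrosine phosphatase) enzyme, cell-free | measure = normalized % inhibition | compound dosing = 20 µM, 1% DMSO | also added = 25 µM OMFP | schedule = reaction 20 min, ambient temperature | measured by = fluorescence read at 480 nm ex / 540 nm em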
Scp1 inh: blocks human Scp-1 phosphatase activity; inhibition, % at 20 µM; actives 0.88% (n = 340,000); Recombinant Scp1, phosphopeptide, malachite green phosphate absorbance; Q9GZU7; AID 493091;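 active = inhibition above about 50% at 20 µM, limit read from the data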;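 note: plate controls were DMSO wells with enzyme for no effect and wells lacking enzyme for full effect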
Target sequence (Q9GZU7 76-261 limits assumed): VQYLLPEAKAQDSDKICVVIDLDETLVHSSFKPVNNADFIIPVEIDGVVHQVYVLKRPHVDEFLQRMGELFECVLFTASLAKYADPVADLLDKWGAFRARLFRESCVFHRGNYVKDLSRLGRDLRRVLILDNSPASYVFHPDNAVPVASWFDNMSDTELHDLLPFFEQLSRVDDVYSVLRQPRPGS
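assay system = SCP-1 phosphatase catalytic domain, residues 76-261 | buffer or medium = 50 mM Tris acetate pH 5.5, 0.005% Tween-20, 10 mM MgCl2 | incubation = enzyme reaction 45 min at room temperature, colour 5 min, stabilisation 30 min | signal = Phosphate-binding colour reagent, absorbance read at 630 nm | measure = % inhibition at 20 µM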
LMPTP block: blocks human LMPTP phosphatase. inhibition, % at 20 µM. P24666. AID 651560. recombinant LMPTP-A, OMFP fluorogenic substrate, fluorescence intensity. actives 0.22% (n = 360,000);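 active = compounds that cut the enzyme signal by at least half of the control window in the single-dose screen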;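 note: plate controls were DMSO wells with enzyme plus substrate for no effect and substrate without enzyme for full effect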
Target sequence (P24666 whole entry, looked up): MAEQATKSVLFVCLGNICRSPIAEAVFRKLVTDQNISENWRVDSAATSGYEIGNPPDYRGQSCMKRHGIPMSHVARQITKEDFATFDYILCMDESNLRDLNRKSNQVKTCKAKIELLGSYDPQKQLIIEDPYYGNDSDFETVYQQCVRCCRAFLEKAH
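Test system: LMPTP-A, protein tyrosine phosphatase of low molecular weight; Input: 0.625 nM enzyme; Incubation: 50 min dark incubation at room temperature; Signal: endpoint fluorescence intensity from OMFP dephosphorylation; Read-out basis: % inhibition versus control wells.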
Tb MetRS inh: Trypanosoma brucei MetRS inhibition; actives 0.4% (n = 360,000); inhibition, % at 11.9 µM; AID 624268; purified T. brucei MetRS, ATP depletion, Kinase-Glo luminescence;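 active = inhibition above a per-plate cutoff of the control wells' mean inhibition plus 3 SD, cut at about 5.5% in these data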;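 note: 0% = DMSO wells median and 100% = median of wells with control inhibitor compound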
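assay system = parasite MetRS enzyme | timing = 15 min preincubation, 2 h reaction, all 25 °C | evaluation = percent inhibition relative to median high and low control wells | medium = HEPES buffer containing pyrophosphatase, BSA, spermine, DTT | compound = single dose, 11.9 µM final nominal, 0.9% final DMSO | detection = Kinase-Glo luminescence, ATP depletion format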
CendR NRP1 mod: modulators of CendR peptide binding to human neuropilin-1; O14786; FAM-RPARPAR peptide binding to NRP-1, fluorescence polarization; inhibition, % at 25 µM; actives 0.85% (n = 360,000);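 active = inhibition or corrected inhibition above about 18%, plus a signal ratio from 0.5 to 1.5, limit read from the data, passing the limit was not always enough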; note: strong numbers were not always called active
bovine MsrA act: activates bovine MsrA enzyme | purified bovine MsrA, absorbance read-out | activation, % at 10.6 µM | actives 0.3% (n = 360,000); in the data active = activation above about 7.5%;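 note: 0% = vehicle and 100% = reference activator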
The depositor's hits bear a star; . = not tested or not shown.

#	Compound	DNMT1 block	eLon inh	SUMO1 PPI mod	MsrA inh	STEP block
1	O=c1c2c(-c3cccs3)csc2ncn1-c1ccc(Br)cc1	-2.6	-4.4	-4.0	-0.2	2.7
2	O=C(CCN1C(=O)/C(=C/c2ccc(F)cc2)SC1=S)N[C@@H](CO)Cc1ccccc1	3.5	-3.3	-9.2	0.2	2.8
3	COc1ccc(NC(=O)COC(=O)c2ccc(S(=O)(=O)N3CC(C)CC(C)C3)cc2)cc1OC (centres undefined)	20.1	-7.6	10.8	1.1	0.5
4	CCN(CC)S(=O)(=O)c1ccc(N2CC(C(=O)NCCc3ccc(Cl)cc3)CC2=O)cc1 (centres undefined)	-4.5	-0.6	2.8	-0.2	-0.6
5	Cc1cccn(Cc2c(F)cccc2Cl)c1=O	2.6	8.2	-0.9	0.1	-4.9
6	Cc1ccc(-c2csc3ncnc(N4CCN(S(=O)(=O)c5ccc(C#N)cc5)CC4)c23)cc1	-1.0	-7.1	3.0	-0.9	-1.7
7	O=C(O)c1ccccc1-c1ccccc1C(=O)NCc1ccco1	3.8	-7.0	-2.1	0.6	-1.8
8	O=S(=O)(c1ccc(Cl)s1)N1CCc2ccccc2C1	2.3	2.8	3.4	0.6	1.5
9	O=c1cc2c(c(-c3ccccc3)n1Cc1ccccc1)[C@@H](CCO)NC2	-2.8	-2.8	2.7	-1.3	2.1
10	CCOc1ccccc1C(=O)NC(C(=O)OCC(=O)NNC(=O)c1cccs1)C(C)C (centres undefined)	1.6	7.1	4.0	-0.6	-1.0
11	COc1cccc(C(=O)Nc2c(C)n[nH]c2C)c1	-0.2	-15.9	0.5	-0.8	-2.6
12	O=C(CNC(=O)c1ccccc1)OCc1nc2ccccc2s1	-0.1	-3.6	1.2	0.5	1.3

#	Scp1 inh	LMPTP block	Tb MetRS inh	CendR NRP1 mod	bovine MsrA act
1	-9.8	3.3	-0.6	0.9	-2.1
2	-8.8	1.0	-0.2	-11.5	-1.9
3	.	1.6	-0.1	-5.8	-4.9
4	10.4	0.3	-0.1	-12.6	-2.9
5	-12.8	-0.1	0.1	-20.8	-2.4
6	.	0.8	0.8	-7.3	-2.4
7	7.5	-0.7	-0.8	-7.0	-4.2
8	-2.0	1.4	-0.1	2.2	-2.0
9	-13.8	-1.4	0.1	-13.0	-1.3
10	.	-0.9	-0.3	-3.2	-0.4
11	-1.1	-0.4	-0.6	-0.3	0.8
12	3.0	-2.2	0.4	-6.6	-3.9

(continued)
#	Compound	DNMT1 block	eLon inh	SUMO1 PPI mod	MsrA inh	STEP block
13	CCOc1ccc(NC(=O)CN2CCN(CC(=O)Nc3ccc(Cl)c(C(F)(F)F)c3)CC2)cc1	-12.0	8.6	0.5	1.5	1.2
14	CC(C)[C@H](NC(N)=O)C(=O)Nc1ccc(F)c(Cl)c1	0.9	4.3	3.2	-0.4	-0.2
15	Cc1nc(N(C)C2CCCCC2)c2nnn(Cc3ccc(F)cc3)c2n1	4.2	5.7	6.9	-0.3	3.9
16	Cc1noc(/C=C/N(C)C)c1S(=O)(=O)N1CCC(C(=O)NC(C)(C)C)CC1	2.9	-25.2	-2.6	2.6	2.8
17	CC(C)CS(=O)(=O)C1=NN2C(=N)/C(=C\c3ccc(OC(=O)c4ccco4)cc3)C(=O)N=C2S1	9.8	-33.8	-5.7	2.4	9.9
18	Cc1ccc(/C=C/C(=O)OCC(=O)NCCc2ccc(S(N)(=O)=O)cc2)o1	0.9	-4.0	-17.1	4.1	-0.8
19	COC(=O)c1cc(-c2c(-c3ccc4c(c3)OCO4)noc2-c2ccsc2)cc([N+](=O)[O-])c1	1.6	1.5	-0.7	-0.7	-0.4
20	CCCN(CC(=O)Nc1cc(C)on1)CC(=O)Nc1ccccc1C	-1.2	60.3*	-2.6	1.8	-1.6
21	CC(C)(C)c1ccc(-n2ncc3c2CCCC3NC(=O)c2csnn2)cc1 (centres undefined)	3.1	-3.7	-4.5	-0.9	5.7
22	Cc1cc2c([nH]c3ccccc32)c(C)n1	-2.1	-5.4	-0.1	0.1	2.8
23	Cc1ccc(Cn2c(SCC(=O)NCC3CCCO3)nc3ccsc3c2=O)cc1 (centres undefined)	-0.3	-5.1	-1.4	0.1	1.1
24	CCOC(=O)c1cc(C)sc1NC(=O)C(c1ccccc1)c1ccccc1	-1.9	5.4	0.5	0.7	0.1

#	Scp1 inh	LMPTP block	Tb MetRS inh	CendR NRP1 mod	bovine MsrA act
13	-1.1	2.5	0.5	21.2*	0.5
14	4.0	1.4	0.2	6.9	-0.1
15	.	1.3	0.2	-5.1	-2.3
16	-4.7	0.1	-0.2	7.3	-1.4
17	68.8*	4.6	0.6	-87.0	-6.4
18	6.0	-2.3	-0.2	2.7	-6.4
19	-3.8	1.7	-0.4	3.2	1.2
20	-10.4	-1.0	-0.2	10.5	-2.9
21	3.8	0.0	-0.7	-0.9	-2.5
22	-2.4	2.9	-1.2	-1.0	-3.6
23	1.9	-0.5	-2.0	8.7	-13.4
24	-10.2	2.7	-0.8	-3.8	-3.7

Additional entries
#	Compound	DNMT1 block	eLon inh	SUMO1 PPI mod	MsrA inh	STEP block
25	O=C(O)CNC(=O)CCN1C(=O)c2ccccc2C1=O	2.0	-7.0	3.1	0.4	-10.2
26	COc1cc2ccccc2cc1C(=O)NC1CCC(C)CC1 (centres undefined)	-4.0	-5.7	-4.2	-0.4	-0.4
27	COC(=O)C1=C(C(=O)OC)[C@@H]2N(C)c3ccc(OC)cc3[C@@]23C[C@@H](C(=O)OC)N(C(=O)c2ccc(Br)cc2)C3=N1	-0.9	1.5	-4.9	3.2	3.9
28	CC(=O)C1=C(O)C(=O)N(Cc2ccco2)C1c1ccccc1F (centres undefined)	-0.3	-2.7	-5.3	3.2	0.6
29	Brc1ccccc1-c1nnc(CSc2nnc3sc4ccccc4n23)o1	-1.1	-1.9	3.4	-1.1	-0.7
30	CCOc1ccc(NC(=O)CSc2nccn2C)cc1	2.5	-1.5	-0.8	-0.2	1.5
31	COc1cccc(-c2c(-c3cc(OC)cc(OC)c3)n(C)c3ccc(Br)cc23)c1	2.7	2.7	3.5	-1.2	3.7
32	Cc1ccc(S(=O)(=O)NC(=O)C2(C)CCN2C(=O)CC2CCCCC2)nc1 (centres undefined)	4.7	-11.6	11.2	0.3	-1.6
33	Cc1cccc(OCCC(=O)OCc2csc(CC(=O)Nc3ccccc3C)n2)c1	-11.1	2.5	-0.9	-1.2	1.7
34	Cc1ccc(C(=O)CSc2nc(N)cc(=O)[nH]2)cc1C	0.9	10.4	0.1	0.9	-4.5
35	CC1CC(C)(C)NC(=S)N1CCCC(=O)Nc1ccc(F)cc1 (centres undefined)	3.1	-6.8	4.0	-1.1	1.7
36	CCOC(=O)N1CCN(C(=O)CCNS(=O)(=O)c2ccccc2)CC1	1.6	-7.9	-2.4	-1.1	0.2

#	Scp1 inh	LMPTP block	Tb MetRS inh	CendR NRP1 mod	bovine MsrA act
25	-2.2	-0.9	-0.6	-4.5	0.4
26	-7.9	1.5	-0.6	18.5	-3.9
27	-2.3	1.8	-0.2	-0.7	-6.3
28	-1.4	-1.5	-0.5	2.7	-5.1
29	0.3	-1.4	-1.1	5.7	-10.4
30	-2.7	0.1	-1.1	-6.2	-4.9
31	-14.2	1.1	-0.1	10.4	-5.2
32	.	-3.5	0.3	-2.0	-3.4
33	-4.3	0.0	-0.2	-10.0	-0.1
34	5.6	-0.8	0.0	-10.5	-2.5
35	0.4	-1.6	-1.8	8.0	-14.4
36	-5.5	-1.2	-0.1	21.6	-3.4

Continuation:
#	Compound	DNMT1 block	eLon inh	SUMO1 PPI mod	MsrA inh	STEP block
37	CCCc1ccc(S(=O)(=O)NCC2CCCN2CC)cc1 (centres undefined)	-0.6	-3.3	4.6	0.2	-2.0
38	COc1ccc(NCC(O)Cn2c(C)c(C)c3ccccc32)cc1 (centres undefined)	-4.0	3.7	-1.9	-0.2	1.4
39	O=c1[nH]c(=O)n(-c2ccccc2)c2c1C(C(F)(F)F)(C(F)(F)F)N=C(C1CCCCC1)N2	-2.6	-1.0	0.5	0.1	-3.6
40	COc1ccccc1-n1c(SCc2cc(=O)oc3cc(O)ccc23)nc2ccccc2c1=O	-10.4	-3.8	1.2	3.0	2.2
41	COc1ccc(-n2nc3c(c2NC(C)=O)CS(=O)(=O)C3)cc1	-1.2	-2.9	3.5	0.3	-0.8
42	CN1C(=O)C(C)(C)c2cc(S(=O)(=O)N3CCCC(C(=O)NCc4ccccc4Cl)C3)ccc21 (centres undefined)	0.4	-4.4	-1.8	-0.3	-3.1
43	CCCC[C@@H]1C=C(C(=O)O)[C@H](c2ccc(Cl)c(Cl)c2)N1S(=O)(=O)c1ccc(C)cc1	7.5	-7.5	18.5	0.1	3.3
44	CCC(CC)NC(=O)CN1CCN(S(=O)(=O)c2ccc(Br)s2)CC1	-0.1	16.1	0.1	0.4	-0.2
45	O=C(Nc1cccc(F)c1)c1cccc2c1C(=O)N(C1CCCCC1)C2	2.6	-4.5	3.4	1.5	-2.0
46	CC(=O)N/C(=N/c1nc(C)cc(C)n1)Nc1ccc(C)cc1C	-0.2	-1.6	-1.0	-0.8	-0.2
47	O=C1SC(SCc2ccccc2Cl)=N/C1=C\c1ccc(C(=O)O)cc1	8.0	-1.1	2.9	0.0	2.1
48	COc1ccc([N+](=O)[O-])c(S(=O)(=O)c2ccc(Cl)cc2)n1	10.5	2.5	-20.7	0.1	2.6

#	Scp1 inh	LMPTP block	Tb MetRS inh	CendR NRP1 mod	bovine MsrA act
37	1.4	-1.8	-1.1	4.2	-5.7
38	-4.9	0.7	-0.1	-9.2	-2.6
39	-3.7	-0.9	-0.2	2.6	1.9
40	-6.8	3.2	-0.6	-14.7	-4.3
41	-6.5	-0.5	-0.3	-0.6	-4.5
42	-9.8	-0.4	-0.7	-0.8	-0.9
43	8.2	0.9	-0.7	-27.4	-5.2
44	-1.2	-0.3	-0.5	-9.8	-8.5
45	-2.0	3.0	-0.4	-9.9	-2.3
46	-12.3	0.3	-1.6	-1.1	-6.4
47	20.6	0.4	-0.6	-62.0	-5.0
48	-7.8	-0.2	2.2	20.7	-3.2

In the list so far, these have a nitro group on carbon:
#	Compound	DNMT1 block	eLon inh	SUMO1 PPI mod	MsrA inh	STEP block
19	COC(=O)c1cc(-c2c(-c3ccc4c(c3)OCO4)noc2-c2ccsc2)cc([N+](=O)[O-])c1	1.6	1.5	-0.7	-0.7	-0.4
48	COc1ccc([N+](=O)[O-])c(S(=O)(=O)c2ccc(Cl)cc2)n1	10.5	2.5	-20.7	0.1	2.6

#	Scp1 inh	LMPTP block	Tb MetRS inh	CendR NRP1 mod	bovine MsrA act
19	-3.8	1.7	-0.4	3.2	1.2
48	-7.8	-0.2	2.2	20.7	-3.2

Source: PubChem

Hits appear at their usual frequency; about 4.3% have a hit in one of these screens.
